Source: PubChem BioAssay
Growth percent in the NCI-60 one-dose screen (48 h, 10 µM unless noted): 100 = growth as untreated, 0 = no growth, -100 = all killed.
HCC-2998 – HCC-2998 colon cancer | 79,000 tested, 4.7% active | AID 1794799
COLO 205 – COLO 205 colon cancer; 79,000 tested, 7.3% active; AID 1794742
KM12 – KM12 colon cancer cells | 82,000 tested, 5% active | AID 1794800
HT29 – HT29 colon cancer; AID 1794748; 81,000 tested, 7.4% active
HCT-116 – HCT-116 colon cancer. 82,000 tested, 7.3% active. AID 1794798
SNB-75 – SNB-75 CNS cancer. 79,000 tested, 5% active
SW-620 – SW-620 colon cancer; 82,000 tested, 5.2% active
SNB-19 – SNB-19 CNS cancer cells. 81,000 tested, 2.5% active
HCT-15 – HCT-15 colon cancer. 82,000 tested, 5.2% active
Numbers without * were called inactive; x = not tested or not shown; & = joins results of further samples. Rule for the calls: active = growth percent below 10; inactive = the rest. Compounds as they come, and some 10% of all compounds hit somewhere here.

SMILES	HCC-2998	COLO 205	KM12	HT29	HCT-116	SNB-75	SW-620	SNB-19	HCT-15
Cc1cc(OCc2ccc(C(F)(F)F)cc2)c2c(c1)C(=O)C=C(NCCN1CCCC1)C2=O	15	-77*	79	9.8*	20	76	75	80	31
CCc1onc(-c2noc(CC)c2C)c1C	111	113	105	102	103	98	118	99	102
Cc1ccc(NC(=O)C2=NCCCCN2)cc1	102	113	100	108	104	95	98	102	102
CNC(=O)c1cc(-n2ccc3cc(NC(=O)Nc4ccc(Cl)c(Cl)c4)ccc32)ccn1	83	66	30	70	78	80	102	75	60
Cn1c(=O)c2c(nc(N/N=C/c3ccccc3Br)n2C)n(C)c1=O	107	125	100	96	100	109	102	95	97
Cn1c(=O)c2c(ncn2CCC(=O)Nc2ccccc2)n(C)c1=O	103	105	103	91	87	89	104	105	106
COc1cc(C(=O)/C=C/c2c(-c3ccc(F)cc3)nc3sccn23)cc(OC)c1OC	73	12	-12*	5.1*	23	32	14	10	28
Cc1ccc2nc(NC(=O)CSc3nc(-c4cccnc4)c(C#N)c(=O)[nH]3)sc2c1	115	107	118	102	99	79	107	96	108
O=C(NOC1OC(CO)C(O)C(O)C1O)Nc1ccc([N+](=O)[O-])cc1 (centres undefined)	x	99	99	101	103	98	107	105	103
N=C(N)c1ccc(-c2ccc(-c3ccc(F)cc3)s2)cc1	-77*	x	-87*	-64*	-83*	-99*	-88*	-87*	-93*
COc1ccccc1-c1ccc2cnc3sc(-c4ccccc4)nc3c2n1	98	77	73	58	77	90	99	91	67
CNCCNc1nc2ccccc2c2c(=O)c3cc(OC)ccc3sc12	-69*	x	-76*	-33*	-82*	43	-78*	58	-32*
O=C1NC(C(=O)NCc2ccc(Cl)cc2Cl)CO1 (centres undefined)	x	110	109	98	103	94	99	100	108
CCOC(=O)C1[C@@H]2C(=O)N(Cc3ccc4c(c3)OCO4)C(=O)[C@@H]2[C@H](c2cn(-c3ccccc3)nc2-c2ccccc2)N1Cc1ccccc1 (some centres undefined)	92	116	100	88	96	79	95	92	93
COc1cc2c(c(OC)c1OC)COC2=O	100	118	109	102	106	88	105	110	102
COc1cc(-c2nc(-c3nc4ccc(Cl)cc4[nH]3)cc3c2[nH]c2ccccc23)cc(OC)c1OC	69	85	71	75	59	x	96	80	73
Cc1ccccc1C(OCCN(C)C)c1ccccc1 (centres undefined)	100&100	125&111	103&99	94&96	102&94	90&89	112&101	112&113	92&99
Cc1ccccc1N=NN(C)C	101	98	102	94	102	101	81	92	101
O=S(=O)(OCCCOS(=O)(=O)c1ccc(F)cc1)c1ccc(F)cc1	78	61	87	67	88	81	98	98	76
CC(=O)n1nc(-c2ccc(C)cc2)cc1-c1ccccn1	105	104	110	109	102	114	98	116	101
CC(=O)NCc1ccccc1	99	108	100	114	103	85	100	104	102
c1ccc2cc(-c3n(Cc4ccc5ccccc5n4)c4ccccc4[n+]3Cc3ccc4ccccc4n3)ccc2c1	-53*	-67*	-81*	-32*	2.8*	-33*	-9.8*	6.2*	19
Nc1nnc(CSc2nc3ccccc3c(=O)n2CCc2ccccn2)s1	118	119	95	122	103	105	107	104	108
Cc1cccc(OCC(O)CN2CCOCC2)c1 (centres undefined)	107	117	102	104	104	91	100	105	102
CCOC(=O)c1nn(-c2ccccc2)cc1C(=O)c1cc2cc(Br)ccc2oc1=O	128	134	97	122	106	119	133	93	97
NS(=O)(=O)/N=C1\NC(=O)NC1=C(Cl)Cl	111	111	104	108	106	100	104	104	102
NC(=O)c1c(Nc2ccc(Cl)cc2)nn2cc(-c3nc4ccccc4s3)c(N)nc12	101	111	103	113	95	88	108	99	106
O[C@H]1CO[C@H]2[C@@H]1OC[C@@H]2Oc1ccc(Nc2nc(Nc3ccc(F)c(Cl)c3)ncc2F)cc1Cl	101	116	108	111	105	75	98	103	91
CCN1CCN(c2ccc(NC(=O)Nc3ccc(-c4cc(C(=O)NC)c5ncccc5n4)cc3)cc2C(F)(F)F)CC1	-100*	-76*	-99*	-100*	-100*	-95*	-100*	-100*	-100*
COc1cc(/C=C/C(=O)c2ccc(NC(=O)CSc3nnc(-c4ccc5nc(-c6ccccc6)[nH]c5c4)o3)cc2)cc(OC)c1OC	111	115	90	104	41	81	99	84	88
CCN1CCN(CCOc2ccc(CNc3ccc4nc(CCC(C)C)[nH]c4c3)cc2)CC1	110	114	100	63	85	95	95	97	80
O=C1C(c2nnc(-c3ccccc3)n2-c2ccc([N+](=O)[O-])cc2)=C(O)c2ccccc21	99	109	103	89	81	104	99	95	92
CC(=O)OCC(C)(COC(C)=O)[N+](=O)[O-]	111	116	104	101	99	97	113	100	98
CC[C@@H](c1ccc2cc(OC)ccc2c1)C(C)(C)C(=O)F	55	90	107	118	86	106	95	92	104
CN1C(=O)N(C)C2C1NC(=S)N2/N=C/C=C/c1ccccc1[N+](=O)[O-] (centres undefined)	61	14	27	2.8*	19	-5.2*	23	37	29
Cc1nn(-c2ccc(Br)cc2)c2ncnc(Nc3ccc(OCc4c(-c5ccccc5)no[n+]4[O-])cc3)c12	104	117	99	101	91	x	107	99	97
O=C1COC2CCCCC2O1 (centres undefined)	119	125	108	95	100	91	109	103	105
N#C/C(=C/n1c(=S)sc2ccccc21)c1nc2ccccc2s1	101	91	101	96	94	82	100	97	98
CC1=CC(C)(C)NC(=S)N1c1ccc2ccccc2c1	89	110	103	114	91	80	98	105	110
COc1cc(-c2cc(/C=C/C(=O)c3ccc(Cl)c(Cl)c3)[nH]n2)cc(OC)c1OC	107	78	26	58	36	75	61	68	51
CCC1=NC(CC)(CC)SC1C (centres undefined)	126	109	109	104	107	85	97	101	106
C/C=C/C=C/C=C\CC/C=C/C(=O)NCC(C)(C)O	102	115	104	100	88	96	100	95	103
C[C@H]1CN[C@@H](C)CN1	109	117	104	129	108	99	107	120	101
COc1cccc(-c2nn(C(C)(C)C)cc2-c2ccnc(NCCCNS(=O)(=O)c3ccc(Br)cc3)c2)c1	101&109	97&111	91&106	63&102	58&102	99	101&98	93&102	68&101
CCCCCCCCC(=O)N1C(C)CCC1C (centres undefined)	110	119	119	95	108	93	109	103	112
CCCCN(CN(CCCC)C1C=CCC1)C1C=CCC1 (centres undefined)	106	99	100	96	104	99	102	107	114
CNCCCNCCCCNCCCN1C(=O)c2ccc3c4c(ccc(c24)C1=O)C(=O)N(CCCNCc1ccccc1OC)C3=O	31	11	12	4.6*	11	-0.9*	20	36	47
Nc1ccc(C(=O)/C=C/c2ccccc2)cc1	100	119	74	97	60	104	103	91	87

The final 3 entries of the part above are carried over, then new ones follow.
SMILES	HCC-2998	COLO 205	KM12	HT29	HCT-116	SNB-75	SW-620	SNB-19	HCT-15
CCCCN(CN(CCCC)C1C=CCC1)C1C=CCC1 (centres undefined)	106	99	100	96	104	99	102	107	114
CNCCCNCCCCNCCCN1C(=O)c2ccc3c4c(ccc(c24)C1=O)C(=O)N(CCCNCc1ccccc1OC)C3=O	31	11	12	4.6*	11	-0.9*	20	36	47
Nc1ccc(C(=O)/C=C/c2ccccc2)cc1	100	119	74	97	60	104	103	91	87
Cc1ccc(C)c(C(=O)c2ccccc2C(=O)O)c1	94	104	104	98	93	83	95	93	93
COc1ccc(-c2ccc(-c3ccc(C(=N)N)cn3)s2)cc1	81	62	62	16	-21*	105	8.3*	89	20
COc1ccc(C(Cc2ccccc2)C(=O)O)cc1OC (centres undefined)	97	100	96	109	87	83	97	101	100
O=C(c1ccccc1F)N1CCN(c2ccnc3cc(Cl)ccc23)CC1	103	108	95	94	87	101	104	87	96
CCCOC(=O)CCCCCC1CCCCC1	95	110	99	106	102	98	102	106	112
CN1CCCCC1CCN1c2ccccc2Sc2ccc(Br)cc21 (centres undefined)	51	51	61	30	29	3.9*	80	97	55
CC(=O)Oc1ccc(C(c2ccccc2)c2ccccc2C(=O)O)cc1 (centres undefined)	98	112	99	99	102	88	108	107	108
COc1ccc(-c2nnc(SCC(=O)Nc3ccc(/C(C)=N/O)cc3)o2)cc1	x	105	102	95	97	92	111	107	100
CSc1n[nH]c2nc(-c3ccc(C)cc3)[nH]c(=O)c12	90	102	88	88	104	106	105	98	92
COc1cc(Cl)c(Cl)cc1Cl	108	121	115	101	104	x	109	109	115
O=C(CSc1nnc(-c2ccc3nc(-c4ccccc4)[nH]c3c2)o1)Nc1ccc(Cl)cc1	22	73	33	17	36	66	67	64	16
O=C(/C(=C/c1ccc(F)cc1)c1ccccc1)c1ccc(O)cc1	114	108	93	111	82	79	105	98	90

Overlap with the part before: five entries; new compounds follow.
SMILES	HCC-2998	COLO 205	KM12	HT29	HCT-116	SNB-75	SW-620	SNB-19	HCT-15
COc1ccc(-c2nnc(SCC(=O)Nc3ccc(/C(C)=N/O)cc3)o2)cc1	x	105	102	95	97	92	111	107	100
CSc1n[nH]c2nc(-c3ccc(C)cc3)[nH]c(=O)c12	90	102	88	88	104	106	105	98	92
COc1cc(Cl)c(Cl)cc1Cl	108	121	115	101	104	x	109	109	115
O=C(CSc1nnc(-c2ccc3nc(-c4ccccc4)[nH]c3c2)o1)Nc1ccc(Cl)cc1	22	73	33	17	36	66	67	64	16
O=C(/C(=C/c1ccc(F)cc1)c1ccccc1)c1ccc(O)cc1	114	108	93	111	82	79	105	98	90
COc1cccc(/C=N/Nc2nnc3n2N=C(c2ccc(Cl)cc2)CS3)c1	102	90	94	95	89	87	93	82	92
CC(C)CSc1nc(NCCc2c[nH]c3ccccc23)c(C#N)c(-c2ccc(F)cc2)n1	33	32	24	5.5*	11	61	38	x	20
Cc1nc2nc(SCC(=O)Nc3cccc(F)c3)[nH]c(=O)c2nc1C	98	111	103	106	98	84	105	98	102
COc1ccc(CCl)cc1[N+](=O)[O-]	95	108	99	90	84	95	105	103	101
Nc1nc2c(N=Nc3ccccc3)c(N)nn2c(-c2ccc(Cl)cc2)c1-c1nc2ccccc2s1	103	110	105	112	97	85	109	94	104
C=C(Cl)c1c(C)cc(C)c(CC#N)c1C	99	110	101	95	97	95	107	108	104
COc1cccc(/C=C2\Oc3cc(C)c(Cl)cc3C2=O)c1	124	x	99	109	79	80	106	99	57
CCN(CC)CCCC(C)Nc1ccnc2ccc(Oc3ccccc3)cc12 (centres undefined)	84	41	86	39	49	73	81	89	50
Cc1ccc2c(c1)C(C)Cc1c(ncnc1-n1cnc3cc(C)ccc31)N2C (centres undefined)	22	-51*	16	-10*	11	60	23	38	12
O=C(NCc1ccccc1)C1CNCC(C(=O)NCc2ccccc2)C1 (centres undefined)	97	107	113	104	110	105	100	103	109
c1ccc2nc(N3CCOCC3)c(N3CCCCC3)nc2c1	103	110	101	96	102	77	104	94	100
O=c1nc(Nc2cc([N+](=O)[O-])ccc2O)sc2ccccc12	124	126	109	99	100	76	114	92	90
Oc1c(Br)cc(Br)c(O)c1Br	99	111	100	114	108	87	108	x	108
O=C(Nc1ccccc1)C1=C(Nc2ccccc2)CSC1	116	128	91	95	101	83	102	106	91
CCOC(=O)C(=O)c1c[nH]c2ccccc12	x	106	107	x	108	95	108	111	107
Cc1c(C(=O)NCCc2ccccc2)[n+](=O)c2cc(F)ccc2n1[O-]	100	128	112	104	101	101	107	100	108
O=C(O)c1cc2ccccc2[nH]1	102	106	108	105	94	89	101	102	114
COc1ccccc1-n1c(-c2ccccc2C)cn2c3c(=O)[nH]c(=O)n(C)c3nc12	96	96	105	83	83	42	x	113	89
N=C(N)SCc1ccc(Cl)c(Cl)c1	95&83	112&112&88	70&80&93	96&98&88	96&101&82	81&88	80&102&90	95&100&96	85&96&93
COc1nccc2cc3c(=O)n4c(cc5cc(Cl)ncc54)c(=O)n3c12	106	105	102	105	101	98	105	112	104
CCn1c(Sc2nnc(NC(=O)CCl)s2)nc2c1c(=O)n(C)c(=O)n2C	113	x	114	104	102	96	105	100	102
N#CC1=C(N)Oc2c(sc3c(Br)cccc23)C1c1ccc([N+](=O)[O-])cc1 (centres undefined)	10	-50*	8.9*	2.5*	8.8*	26	18	31	7.4*
O=C(O)C(c1ccccc1)C(O)C1CC=CCC1 (centres undefined)	110	113	101	101	106	98	102	102	104
Nc1onc(CCCO)c1-c1nc2ccccc2c(=O)[nH]1	148	115	103	107	102	86	108	105	103

In a second layout: results already given
N#C/C(=C/n1c(=S)sc2ccccc21)c1nc2ccccc2s1
  HCC-2998 = 101; COLO 205 = 91; KM12 = 101; HT29 = 96; HCT-116 = 94; SNB-75 = 82; SW-620 = 100; SNB-19 = 97; HCT-15 = 98
Cc1c(C(=O)NCCc2ccccc2)[n+](=O)c2cc(F)ccc2n1[O-]
  HCC-2998 = 100; COLO 205 = 128; KM12 = 112; HT29 = 104; HCT-116 = 101; SNB-75 = 101; SW-620 = 107; SNB-19 = 100; HCT-15 = 108

The listing continues.
SMILES	HCC-2998	COLO 205	KM12	HT29	HCT-116	SNB-75	SW-620	SNB-19	HCT-15
COc1cccc(-c2nc3sccn3c2-c2ccnc(NCCNS(=O)(=O)c3ccccc3)c2)c1	53	22	22	24	19	15	41	52	12
O=[N+]([O-])c1cc(I)c(Br)c(I)c1	119	112	91	98	81	80	65	99	91
CCOC(=O)C1=C(N)N(c2ccccc2)C2=C(C(=O)CC(C)(C)C2)C1c1ccccc1Cl (centres undefined)	86	65	58	55	41	66	75	70	49
C=C(c1ccc(C(=O)O)cc1)c1cc2c(cc1C)C(C)(C)C=CC2(C)C	90	101	40	62	77	87	102	77	63
O=S1(=O)c2ccccc2N(c2ccccc2)c2nc(COc3ccc(-c4nc5ccccc5s4)cc3)nn21	123	115	104	107	89	109	107	107	107
COc1ccc(/C=C2\N=C(Nc3ccccc3)N(NC(=O)c3ccccn3)C2=O)cc1	105	115	96	112	90	72	102	87	92
COC(=O)c1nnn(-c2ccccc2)c1CNC(=O)c1ccccc1C(=O)O	105	108	103	88	119	104	101	99	108
